# H37Rv inhibition: M. tuberculosis growth inhibition, HTS (AID 449762); 330,000 tested, 0.59% active; inhibition, % at 25 µM, or IC50 in µM where a hit was titrated; M. tuberculosis H37Rv growth inhibition, 7H9 media; higher % means a stronger effect; in the data active means a potency from the dose series; inconclusive means inhibition above about 70% without an active follow-up result;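 further: bacterial growth assessed after seven days of incubation; strong numbers were not always called active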
# influenza NS1A: H1N1 influenza NS1A inhibitors, functional cell based assay (AID 504329); NS1A functional cell-based assay, percent inhibition; higher % means a stronger effect; inhibition, % at 12.5 µM; hits with a dose series show IC50 in µM; 340,000 tested, 0.3% active; in the data active means a potency from the dose series; inconclusive means inhibition above about 27% without an active follow-up result; further: strong numbers were not always called active
# Salmonella PhoP GFP: PhoP regulon inhibitors, Salmonella typhi PhoP promoter GFP reporter, confirmatory (AID 1850); Salmonella Typhi PhoP-promoter GFP reporter, fluorescence, 4 h; higher % means a stronger effect; inhibition, % at 50 µM, or IC50 in µM where a hit was titrated; 310,000 tested, 0.33% active; in the data active means a potency from the dose series; inconclusive means inhibition mostly from about 25% at the one dose, without a potency; inactive means the rest, 99 in 100 with inhibition below about 19%;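 further: 0% = induced wells with vehicle and 100% = uninduced wells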
# inhibitors of VEEV: inhibitors of VEEV TC-83 cytopathic effect, confirmation, Vero cells (AID 588727); inhibition, % at 20 µM, or IC50 in µM where a hit was titrated; Vero cells, VEEV TC-83 cytopathic effect inhibition; higher % means a stronger effect; 350,000 tested, 0.13% active; in the data active means a potency from the dose series; inconclusive means inhibition mostly from about 14% at the one dose, without a potency; inactive means the rest, 99 in 100 with inhibition below about 12%; further: strong numbers were not always called active
# M. tuberculosis: growth inhibition of non-replicating M. tuberculosis (AID 488890) | Mycobacterium tuberculosis non-replicating, growth inhibition; higher % means a stronger effect | inhibition, % at 25 µM, or IC50 in µM where a hit was titrated | 320,000 tested, 0.39% active; in the data active means a potency from the dose series; inconclusive means inhibition mostly from about 82% at the one dose, without a potency; inactive means the rest, 99 in 100 with inhibition below about 76%;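 further: plate controls were DMSO cells for no effect and high antibiotic wells for full effect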
# inhibitors of VEEV 10K pilot screen: further read-out of inhibitors of VEEV, marked with its call; inhibition, %; measured here: 10K pilot screen inhibition
# Active calls of the source: *; i = inactive; ? = inconclusive; . = not tested or not shown; & = joins results of further samples. An unsorted share of the library; 1.6% or so of the library scored in one or more.
SMILES,H37Rv inhibition,influenza NS1A,Salmonella PhoP GFP,inhibitors of VEEV,M. tuberculosis,others
COCCNS(=O)(=O)c1ccc2c3c(cccc13)C(=O)N2C,-4.3%,-17.4%,6.0%,6.7%,-3.0%,
COc1ccc(CN(C)c2ncnc3sccc23)c(OC)c1OC,-5.5%,-10.4%,-4.4%,i,24.6%,
Cc1c(N=C2C(=O)Nc3ccccc32)c(=O)n(-c2ccccc2)n1C,0.5%,11.0%,9.9%,1.4%,.,
Cc1cc2oc(=O)cc(CN3CCN(Cc4ccccc4)CC3)c2cc1C,.,3.0%,.,i,.,
NC(=O)CC(NC(=O)Cc1ccc(Br)cc1)c1ccc(NC2CCCCCCC2)c([N+](=O)[O-])c1 (stereo unspecified),.,-10.8%,.,0.6%,.,inhibitors of VEEV 10K pilot screen=0.3
CC1=CC2=NC(=O)/C(=C\c3cccn3CCOc3cc(C)cc(C)c3)C(=N)N2O1,-2.5%,1.7%,-20.0%,5.5%,26.5%,inhibitors of VEEV 10K pilot screen=6.2
CC(=O)c1ccc(N/N=C2/CCCNC2=O)cc1,2.1%,.,-8.0%,i,-9.4%,
CCCN1C2=C(C(=O)CCC2)C(c2ccc(O)c(Br)c2)C2=C1CCCC2=O,-8.1%,-4.1%,22.8%,5.8%,39.6%,
CCCc1nc(SCC(=O)N2CCC(Cc3ccccc3)CC2)c2c(=O)n(C)c(=O)n(C)c2n1,-1.4%,-0.4%,-9.5%,9.3%,51.6%,
COc1ccc(CC(=O)OCc2cc3ccccc3[nH]c2=O)cc1,-0.1%,8.3%,-1.9%,1.1%,0.1%,

# Structures listed so far that have sulfur:
SMILES,H37Rv inhibition,influenza NS1A,Salmonella PhoP GFP,inhibitors of VEEV,M. tuberculosis,others
COCCNS(=O)(=O)c1ccc2c3c(cccc13)C(=O)N2C,-4.3%,-17.4%,6.0%,6.7%,-3.0%,
COc1ccc(CN(C)c2ncnc3sccc23)c(OC)c1OC,-5.5%,-10.4%,-4.4%,i,24.6%,
CCCc1nc(SCC(=O)N2CCC(Cc3ccccc3)CC2)c2c(=O)n(C)c(=O)n(C)c2n1,-1.4%,-0.4%,-9.5%,9.3%,51.6%,

# Next records follow.
SMILES,H37Rv inhibition,influenza NS1A,Salmonella PhoP GFP,inhibitors of VEEV,M. tuberculosis,others
O=C(Cc1ccccc1Cl)Nc1nc2ccccc2[nH]1,4.6%,-22.4%,2.2%,1.3%,40.4%,
CC1=CC(C)(C)N=C(NC#N)N1,-6.8%,-7.0%,-9.0%,2.5%,0.5%,
O=C(NCc1ccccc1Br)c1cccc2c1C(=O)c1ccc(-c3ccc(OC(F)(F)F)cc3)cc1S2(=O)=O,-0.4%,-0.5%,.,i,3.1%,inhibitors of VEEV 10K pilot screen=0.0
COc1cc(OC)cc(C(=O)Nc2nc3ccccc3[nH]2)c1,?,-18.4%,-3.9%,6.5%,?,
O=C(N/N=C/c1ccc[nH]1)c1ccccc1OCc1ccc(F)cc1,-6.7%,-0.7%,-2.4%,6.7%,7.9%,
CN(C)CCCNC(=O)c1cc(C(=O)c2cccc(Cl)c2Cl)c[nH]1,6.5%,4.8%,3.1%,0.4%,4.3%,
COC(=O)CCC(=O)N1CCCC(CO)(Cc2ccccc2C)C1 (stereo unspecified),-1.0%,-13.3%,-9.3%,2.1%,20.8%,
CC1([N+](=O)[O-])COC2(CCCCC2)OC1,.,0.5%,.,3.5%,.,
O=C1C2C3C=CC(C3)C2C(=O)N1CCN1CCN(Cc2ccc([N+](=O)[O-])cc2)CC1 (stereo unspecified),4.3%,3.7%,-2.1%,0.4%,-20.7%,
CC(C)c1ccc(NC(=O)Cn2ncn3c(cc4ccccc43)c2=O)cc1,6.5%,2.6%,3.2%,1.8%,15.7%,

# Ordered by formula weight (lowest first): seven of the compounds above.
SMILES,H37Rv inhibition,influenza NS1A,Salmonella PhoP GFP,inhibitors of VEEV,M. tuberculosis,others
CC1=CC(C)(C)N=C(NC#N)N1,-6.8%,-7.0%,-9.0%,2.5%,0.5%,
CC(=O)c1ccc(N/N=C2/CCCNC2=O)cc1,2.1%,.,-8.0%,i,-9.4%,
O=C(Cc1ccccc1Cl)Nc1nc2ccccc2[nH]1,4.6%,-22.4%,2.2%,1.3%,40.4%,
CC1=CC2=NC(=O)/C(=C\c3cccn3CCOc3cc(C)cc(C)c3)C(=N)N2O1,-2.5%,1.7%,-20.0%,5.5%,26.5%,inhibitors of VEEV 10K pilot screen=6.2
O=C1C2C3C=CC(C3)C2C(=O)N1CCN1CCN(Cc2ccc([N+](=O)[O-])cc2)CC1 (stereo unspecified),4.3%,3.7%,-2.1%,0.4%,-20.7%,
CCCN1C2=C(C(=O)CCC2)C(c2ccc(O)c(Br)c2)C2=C1CCCC2=O,-8.1%,-4.1%,22.8%,5.8%,39.6%,
NC(=O)CC(NC(=O)Cc1ccc(Br)cc1)c1ccc(NC2CCCCCCC2)c([N+](=O)[O-])c1 (stereo unspecified),.,-10.8%,.,0.6%,.,inhibitors of VEEV 10K pilot screen=0.3

# (list continues)
SMILES,H37Rv inhibition,influenza NS1A,Salmonella PhoP GFP,inhibitors of VEEV,M. tuberculosis,others
COc1ccc(NC(=O)CSc2nc3ccccc3nc2N2CCCCC2)cc1,-5.4%,-14.1%,-0.4%,1.7%,13.0%,inhibitors of VEEV 10K pilot screen=1.7
COCCCNC(=O)CN1C(=O)/C(=C/c2ccccc2)Sc2ccccc21,0.7%,-6.4%,3.4%,0.9%,4.0%,
CCCOc1ccc(CSC(CC(=O)O)C(=O)O)cc1 (stereo unspecified),1.9%,3.9%,-5.6%,i,-8.0%,
O=C(Cc1ccc(NC2=NC3CS(=O)(=O)CC3S2)cc1)NCCc1ccccc1 (stereo unspecified),-1.1%,8.6%,8.7%,0.5%,4.0%,inhibitors of VEEV 10K pilot screen=0.0
CC1=CC(C)(C)NC(=S)N1c1ccc2ccccc2c1,44.5%,3.0%&7.7%,1.3%,2.0%&0.1%,12.7%,
CCOC(=O)c1[nH]c(C)c(C(=O)NC)c1C,.,-26.3%,.,2.1%,.,
OCC[C@H]1C[C@@H](O)[C@H](O)[C@]2(CCCc3ccccc3O2)O1,-1.6%,4.4%,4.0%,0.0%,5.0%,inhibitors of VEEV 10K pilot screen=0.4
COc1cccc(CNC(=O)C2CCN(S(=O)(=O)N3CCC4(CC3)OCCO4)CC2)c1,1.3%,18.1%,0.7%,0.0%,-1.1%,
CC(=O)Oc1ccc(CCC(C)OC(C)=O)cc1 (stereo unspecified),3.2%,-7.8%,1.9%,1.0%,5.9%,
COc1ccc(C2C(C#N)=C(N)Oc3cc(O)ccc32)cc1 (stereo unspecified),.,-0.2%,.,0.3%,.,
CC1(C)Oc2ccc3ccc(=O)oc3c2/C(=C/NC2CCCCC2)C1=O,?,18.9%,4.2%,5.6%,47.3%,
COC(=O)[C@@H](Cc1ccccc1)NC(=O)NCCc1ccc(OC)c(OC)c1,-3.5%,-4.8%,-13.9%,1.6%,-18.4%,
CCOc1ccc(CCNC(=O)Cn2nc(C)n3cccc3c2=O)cc1OCC,-2.3%,-10.6%,-11.0%,0.7%,2.0%,
NC(=O)c1ccc(/C(N)=N/S(=O)(=O)c2cc(C(F)(F)F)cc(C(F)(F)F)c2)cc1,-3.3%,.,-1.3%,3.2%,-4.1%,
Cn1c(CCN2CCN(c3ccccn3)CC2)nc2cc(NC(=O)COc3ccc(Cl)cc3)ccc21,6.4%,-0.5%,5.3%,i,?,
CC(=O)Nc1ccc(/C=N/NC(=S)NC(C)C)cc1,5.7%,4.3%,5.6%,2.6%,-8.9%,
CCN(CC)C(=O)c1ccc(O)c(OC)c1,-9.1%,-0.8%,-0.7%,i,0.2%,
CCOC(=O)N1CCN(C(=O)CN(C)S(=O)(=O)c2ccc(F)cc2)CC1,-10.7%,-4.4%,13.8%,0.8%,1.2%,
Cc1c(OCC(=O)N[C@@H](Cc2c[nH]c3ccccc23)C(=O)O)ccc2c1oc(=O)c1ccccc12,-18.1%,-8.5%,4.7%,1.1%,5.1%,
COc1ccc(Cl)cc1N(C)C(=O)CCNC(=O)Cn1cnc2ccccc2c1=O,-6.0%,5.8%,25.8%,i,-11.5%,

# Compound activity deposited in PubChem by Southern Research Specialized Biocontainment Screening Center.
